# From PubChem BioAssay
# CCHF vOTU inh: CCHFV vOTU protease inhibition. Pep-AMC fluorescence. inhibition, % at 11.5 µM. 0.55% of 370,000 active; note: 0% = vehicle wells with enzyme and 100% = no enzyme wells
# BoNT F protease: BoNT F light chain protease inhibition. Multiplex microsphere protease cleavage assay, flow cytometry. 0.22% of 360,000 active. inhibition, % at 10 µM; in the data active = inhibition above about 35%, passing the limit was not always enough; inconclusive = no clear call, values can overlap the other calls; note: plate controls were buffer without enzyme for full effect and enzyme alone for no effect
# Mtb UGM inh: Mtb UDP-galactopyranose mutase inhibition | purified UGM, fluorescence polarization probe displacement | P9WIQ1 | AID 504406 | inhibition, % at 10 µM | 0.06% of 320,000 active; in the data active = inhibition above about 10%, passing the limit was not always enough; inconclusive = no clear call, values can overlap the other calls
# Target sequence (P9WIQ1 whole entry, looked up): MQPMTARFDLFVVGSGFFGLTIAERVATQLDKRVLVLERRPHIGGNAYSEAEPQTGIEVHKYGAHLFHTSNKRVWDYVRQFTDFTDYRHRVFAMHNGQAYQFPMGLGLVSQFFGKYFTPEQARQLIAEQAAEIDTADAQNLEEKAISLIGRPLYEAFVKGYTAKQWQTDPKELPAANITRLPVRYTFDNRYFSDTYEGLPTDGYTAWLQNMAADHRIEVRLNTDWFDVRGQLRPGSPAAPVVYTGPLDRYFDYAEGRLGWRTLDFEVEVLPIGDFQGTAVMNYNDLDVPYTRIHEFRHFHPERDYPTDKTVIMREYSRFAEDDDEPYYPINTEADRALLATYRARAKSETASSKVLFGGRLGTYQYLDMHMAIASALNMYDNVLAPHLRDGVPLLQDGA
# PrPC surface inh: reduces human prion protein on the cell surface; 0.43% of 370,000 active; inhibition, % at 13.8 µM; AID 720596; cell surface PrPC, TR-FRET read-out; in the data active = inhibition above about 24%; note: 0% = median of the test wells and 100% = reference compound wells
# FadD28 binding: blocks FadD28 binding to the bisubstrate probe | inhibition, % at 12.5 µM | 0.22% of 360,000 active | fluorescence polarization; in the data active = inhibition above about 8.5%, passing the limit was not always enough; inconclusive = no clear call, values can overlap the other calls
# BoNT A protease: inhibitors of Botulinum neurotoxin A light chain protease; AID 588499; inhibition, % at 10 µM; multiplex microsphere protease substrate cleavage, flow cytometry; 0.17% of 360,000 active; in the data active = inhibition above about 30%; inconclusive = no clear call, values can overlap the other calls; note: plate controls were buffer without enzyme for full effect and enzyme alone for no effect
# FBA Mtb inh: inhibits M. tuberculosis FBA enzyme; purified M. tuberculosis FBA, fluorescence read-out; P9WQA3; inhibition, % at 1 µM; 2.3% of 360,000 active; in the data active = inhibition above about 27%;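 note: 0% = vehicle and 100% = reference inhibitor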
# Target sequence (P9WQA3 whole entry, looked up): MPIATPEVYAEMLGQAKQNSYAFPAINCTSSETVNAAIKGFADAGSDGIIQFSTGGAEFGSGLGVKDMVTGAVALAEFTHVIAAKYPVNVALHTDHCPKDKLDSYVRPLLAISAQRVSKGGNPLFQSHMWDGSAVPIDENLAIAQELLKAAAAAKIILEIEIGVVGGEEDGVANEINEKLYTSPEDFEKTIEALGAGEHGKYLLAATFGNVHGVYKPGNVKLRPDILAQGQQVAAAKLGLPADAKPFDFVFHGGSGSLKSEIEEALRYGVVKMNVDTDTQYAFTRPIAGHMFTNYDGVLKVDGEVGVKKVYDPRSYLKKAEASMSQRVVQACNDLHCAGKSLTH
# BioA inh: inhibitors of Mycobacterium tuberculosis BioA enzyme; AID 602481; 0.096% of 360,000 active; purified M. tuberculosis BioA enzyme, plate reader; inhibition, % at 9.99 µM; in the data active = inhibition above about 40%; inconclusive = no clear call, values can overlap the other calls
# GDH-TPI counter: inhibits GDH-TPI coupling enzymes, artifact for Mtb FBA screen. GDH-TPI coupled enzyme counterscreen, NADH absorbance. inhibition, % at 4.8 µM. 1.2% of 360,000 active. AID 588335;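 note: 0% = DMSO wells and 100% = wells lacking the enzyme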
# * = called active by the depositor; ? = inconclusive; nt = not tested or not shown. Cut-off read from the data, not from the text of the source, unless noted: active = inhibition above about 30%; inactive = the rest.
# The line under a structure holds: CCHF vOTU inh	BoNT F protease	Mtb UGM inh	PrPC surface inh	FadD28 binding	BoNT A protease	FBA Mtb inh	BioA inh	GDH-TPI counter
- c1ccc(Nc2nc(N3CCOCC3)nc(N3CCOCC3)n2)cc1
  1	-6	-1.1	-3	-1.4	0.4	2	nt	2
- O=C(Nc1nc2ccccc2[nH]1)c1ccc(S(=O)(=O)N2CCOCC2)cc1
  -10	-10	-0.8	1	-1.4	-0.8	4	nt	39*
- COc1ccc(COC(=O)CCS(=O)(=O)c2ccc(C)cc2)cc1
  6	5	-2.9	6	-3.3	0.7	1	nt	-10
- COc1ccc(CNC(=O)CCCn2ncn3c(cc4occc43)c2=O)cc1
  7	4	4.4	-1	-3.2	0.7	4	3.5	-3
- COc1ccc(NC(=S)N(Cc2ccc(N(C)C)cc2)Cc2ccco2)cc1
  0	-10	-0.2	-3	-1.5	-2.1	0	0.4	0
- COc1cc(C)nc(Oc2ccc(=O)n(C)n2)n1
  14	-5	nt	2	-4.0	0.0	2	1.2	0
- N#C/C(N)=C(/N)C#N
  2	0	-0.6	-3	0.1	-0.5	2	0.6	3
- Cc1ccc(-c2csc3ncnc(Nc4ccc(C(=O)O)cc4)c23)cc1
  -6	-20	0.1	0	-9.3	0.3	7	1.1	26
- COc1ccc(/C=C2\SC(=S)N(NS(=O)(=O)c3ccc(C)cc3)C2=O)c(OC)c1
  1	-2	0.1	-1	0.6	-0.7	-9	-6.5	5
- CC1CCCN(S(=O)(=O)c2ccc(NC(=O)Cc3ccc(S(=O)(=O)N4CCOCC4)s3)cc2)C1 (configuration not stated)
  8	6	1.1	-1	-3.3	22	0	nt	16
- CCOC(=O)C1CCN(C(=O)NC23CC4CC(CC(C4)C2)C3)CC1
  -20	-4	-1.1	-4	0.7	0.4	3	0.3	1
- CCOC(=O)c1c(CN2CCCCC2)n(C)c2cc(Br)c(O)c(CN(C)C)c12
  nt	-8	0.0	nt	-3.0	0.4	-1	-1.2	-2
- S=c1[nH]c2ccccc2o1
  -15	-19	3.6	-1	-1.8	-2.5	-5	nt	0
- CCc1cc(-c2n[nH]c(=S)n2C(C)c2ccccc2)cs1 (configuration not stated)
  -6	5	-1.4	3	0.2	5.6	5	nt	5
- CCc1nc2ccc(C(=O)NCCCN3CCCC3=O)cn2c1N(CC)C(=O)NCCc1ccccc1
  -2	2	nt	-3	-2.9	0.4	4	0.2	-5
- COc1ccc(OC)c(NC(=O)C2CCCN(S(=O)(=O)c3cccc4cccnc34)C2)c1 (configuration not stated)
  5	-4	-0.7	14	1.7	-0.4	3	0.0	-8
- Cn1c(Cl)c(/C=N/OC(=O)c2ccccc2Cl)c2ccccc21
  6	-4	0.5	-3	-0.5	-0.6	5	0.0	-1
- CCOC(=O)CN(C(=O)Cn1nnc(-c2ccc(C)cc2)n1)C(CC)C(=O)NC1CCCC1 (configuration not stated)
  17	0	1.9	12	-0.2	0.3	-1	-1.1	-4
- C[C@H](Nc1ccc(C(F)(F)F)cc1[N+](=O)[O-])C(=O)O
  -8	-2	3.2	-4	-3.2	0.1	-6	-1.0	-11
- Cc1cc(Cl)c(S(=O)(=O)Nc2ccc3c(c2)OCCO3)cc1OCC(N)=O
  18	19	5.5	4	-0.3	0.7	7	0.2	10
- COCCCNc1cc(C)nc2ccccc12
  16	14	0.4	-9	0.7	0.7	3	1.1	13
- COc1ccc(C)cc1NC(=O)Nc1cccc(C)c1
  -8	9	-2.6	9	-3.2	-0.3	-2	nt	7
- CC(C)/C=C/C(=O)N1CCCC(N2CCN(c3ccccc3F)CC2)C1 (configuration not stated)
  -8	-1	-0.7	1	-2.0	1.1	1	-0.1	-3
- O=C(Oc1coc(CSc2ncccn2)cc1=O)c1cccs1
  4	-8	0.8	-2	-1.0	-0.6	1	nt	4
- Cc1cccc(-n2c(-c3ccncc3)n[nH]c2=S)c1C
  -6	-4	0.6	4	0.4	0.2	2	nt	3
- Cc1cccc(OC(C)C(=O)N2CCc3ccccc3C2)c1 (configuration not stated)
  -8	14	0.2	-2	-0.3	-0.9	2	1.2	1
- O=C(COc1ccc(Cl)cc1)N1CCCCC1
  4	4	1.3	6	1.8	-0.4	-2	2.5	5
- CC1CN(C(=O)COC(=O)c2ccc(O)cc2)CC(C)O1 (configuration not stated)
  -17	-14	0.5	4	-1.5	-1.3	3	-1.2	-2
- Cc1ccc2[nH]c(=O)c(C(c3nnnn3CCc3ccccc3)N3CCOCC3)cc2c1 (configuration not stated)
  1	-10	1.1	-2	-0.6	-0.2	2	-2.5	11
- CCNC(=O)COc1ccc(OCc2ccccc2)cc1
  -14	-3	-0.6	7	0.3	-0.1	3	-2.1	4
- O=C(COc1ccc(F)cc1)Nc1cc(S(=O)(=O)N2CCCCC2)ccc1N1CCCCC1
  6	1	-0.6	0	-1.9	6.8	5	-3.1	17
- O=C(O)CCCNC(=O)c1nn(Cc2ccccc2)c(=O)c2ccccc12
  2	-7	0.5	0	nt	-1.0	-1	-0.7	16
- COc1ccccc1C(=O)n1nc(-c2ccco2)nc1N
  2	3	-3.4	-2	-2.6	0.6	-1	0.6	2
- COc1ccc(C(=O)Nc2cc(C)nn2-c2ccc(F)cc2)cc1
  -17	0	6.3	4	-3.0	3.5	-1	-0.5	-1
- Cc1cccc(CSc2ncnc3c2cnn3Cc2ccccc2)c1
  -8	-18	0.5	7	-1.0	-1.3	5	-2.0	-7
- OCC1(Cc2ccccc2C(F)(F)F)CCN(Cc2ccccc2)CC1
  5	5	0.3	3	-3.4	-0.4	-1	nt	-8
- O=c1[nH]c(=O)n(Cc2ccco2)c(O)c1C=NCCN1CCOCC1
  -1	1	0.6	5	-1.5	0.0	0	-0.5	-5
- NS(=O)(=O)c1ccc(NC(=S)NCc2cccs2)cc1
  -4	-5	0.1	7	3.9	0.1	1	nt	-1
- CN1CCN(C(=O)c2ccc3c(c2)N(Cc2cccc(Cl)c2)C(=O)c2ccccc2S3(=O)=O)CC1
  0	-5	1.0	-3	-0.3	-0.5	-2	-0.9	-4
- C=CCN(CC=C)C(=S)NC(=O)c1ccc(OC)cc1
  5	-3	-0.2	2	-1.4	-0.5	2	nt	8
- CCc1cccc(NC(=O)C2CCN(S(=O)(=O)c3ccc4c(c3)NC(=O)CO4)CC2)c1
  20	0	0.3	3	-1.5	0.6	1	1.4	6
- CCCn1c(N)c(N2CCCCC2)c(=O)n(CC(=O)Nc2ccccc2)c1=O
  -5	3	-0.5	3	2.5	0.2	4	nt	17
- O=C(Nc1ccccc1)c1ccc(Cn2cc(C(F)(F)F)ccc2=O)cc1
  -1	-8	-5.5	-1	-0.4	-0.7	-2	3.0	4
- CN1CCC(=NNC(=O)C(=O)Nc2ccccc2)CC1
  -7	1	1.6	-1	-2.7	1.2	-3	nt	-4
- CC(C)=CCc1c(O)c(CC=C(C)C)c2c(c1O)C(=O)CC(c1ccc(O)cc1)O2 (configuration not stated)
  12	-16	-1.4	-2	-5.7	-0.3	1	-0.9	1

# Compound profiles, as listed above.
# `CCc1cccc(NC(=O)C2CCN(S(=O)(=O)c3ccc4c(c3)NC(=O)CO4)CC2)c1` as listed: CCHF vOTU inh: 20; BoNT F protease: 0; Mtb UGM inh: 0.3; PrPC surface inh: 3; FadD28 binding: -1.5; BoNT A protease: 0.6; FBA Mtb inh: 1; BioA inh: 1.4; GDH-TPI counter: 6
# `OCC1(Cc2ccccc2C(F)(F)F)CCN(Cc2ccccc2)CC1` as listed: CCHF vOTU inh: 5; BoNT F protease: 5; Mtb UGM inh: 0.3; PrPC surface inh: 3; FadD28 binding: -3.4; BoNT A protease: -0.4; FBA Mtb inh: -1; BioA inh: nt; GDH-TPI counter: -8

# Next entries
# The line under a structure holds: CCHF vOTU inh	BoNT F protease	Mtb UGM inh	PrPC surface inh	FadD28 binding	BoNT A protease	FBA Mtb inh	BioA inh	GDH-TPI counter
- Cc1ccc(C)c(S(=O)(=O)N2CCN(C(=O)c3cc(S(=O)(=O)NCc4ccccc4)ccc3C)CC2)c1
  -6	7	-2.3	5	-0.5	2.3	-2	0.7	-4
- O=C(Cn1cc(/C=N/NC(=O)c2ccccc2Br)c2ccccc21)Nc1ccc(F)cc1
  -3	-3	-1.4	-2	-1.2	-0.8	2	nt	10
- CCC1(C)Nc2ccccc2C(=O)N1O (configuration not stated)
  -3	-12	-1.0	1	-0.7	0.0	8	0.2	-1
- Cc1cccc(C(=O)OCC(=O)NC(C)C2CC3CCC2C3)c1O (configuration not stated)
  28	9	1.4	5	-0.3	1.2	-3	-0.4	-5
- COc1ccc(NC(=O)CCN2C(=O)c3ccccc3C2=O)cc1
  5	?	3.6	9	-2.9	0.2	1	-0.8	-4
- COc1ccc(CN2C(=O)CS(=O)CC2=O)cc1OC
  -4	-9	0.0	5	0.9	-0.8	0	-0.7	-5
- CC(C)(C)C(=O)O/N=C1/C(=O)N(c2ccccc2)c2ccccc21
  16	-11	2.3	-18	-1.8	0.5	1	nt	4
- CCCCn1c(N)c(N(CCOC)C(=O)COC(=O)CCOc2ccccc2)c(=O)[nH]c1=O
  -4	-9	-1.3	-3	-1.8	-2.4	0	-0.1	-6
- CCOc1cc(N2C(=O)CC3CS(=O)(=O)CC32)c(OCC)cc1NC(=O)c1ccccc1 (configuration not stated)
  6	1	1.0	3	-0.4	-0.3	3	0.3	10
- Cc1ccc(OCCC(=O)OCC(=O)C(C)(C)C)cc1
  -5	1	1.3	5	-0.7	0.2	-2	-1.0	-3
- CS(=O)(=O)N1CCN(c2ccc(NC(=O)c3ccc(-c4ccc(Cl)cc4)o3)cc2)CC1
  -17	-10	-0.3	-2	-1.1	-6.4	-1	nt	13
- CCOc1cc(/C=N/NC(=O)C(N)=O)cc(Br)c1O
  -2	-3	1.0	2	-1.1	1.4	-7	nt	23
- COc1ccc(CN2CCNC(=O)C2CC(=O)NCCC2=CCCCC2)cc1OC (configuration not stated)
  -12	0	-0.1	6	-4.2	0.4	5	nt	-17
- Cc1ccc(C(=O)Nc2nnc(C)s2)cc1
  4	-4	1.2	-4	-3.2	-0.4	0	-0.4	4
- Cc1ccc(C)c(NC(=O)CCN2CCOCC2)c1
  5	-13	2.1	2	-1.8	0.1	-3	-5.1	7

# Gathered by group, those above with a tert-butyl group
# The line under a structure holds: CCHF vOTU inh	BoNT F protease	Mtb UGM inh	PrPC surface inh	FadD28 binding	BoNT A protease	FBA Mtb inh	BioA inh	GDH-TPI counter
- CC(C)(C)C(=O)O/N=C1/C(=O)N(c2ccccc2)c2ccccc21
  16	-11	2.3	-18	-1.8	0.5	1	nt	4
- Cc1ccc(OCCC(=O)OCC(=O)C(C)(C)C)cc1
  -5	1	1.3	5	-0.7	0.2	-2	-1.0	-3

# Continuation:
# The line under a structure holds: CCHF vOTU inh	BoNT F protease	Mtb UGM inh	PrPC surface inh	FadD28 binding	BoNT A protease	FBA Mtb inh	BioA inh	GDH-TPI counter
- CC(NC(=O)CN1C(=O)NC2(CCCC2)C1=O)c1ccc(Cl)cc1Cl (configuration not stated)
  -6	-16	0.6	9	-0.1	-0.7	1	nt	12
- Cc1cccc(N2CN=C3SCC(=O)N3C2)c1
  -10	nt	-2.8	-1	-1.5	nt	3	-0.7	9
- CC(=O)Oc1ccc(C(=O)O)cc1OC(C)=O
  13	0	-1.5	-2	0.7	1.5	-1	1.0	6
- Cc1ccc(S(=O)(=O)N2[C@@H](c3ccccc3)C(C(=O)O)=CC[C@H]2c2cccs2)cc1
  5	-1	-0.6	4	-3.3	-0.3	-2	0.8	-8
- CCn1c(CCNC(=O)c2ccco2)nc2ccccc21
  -13	3	-1.0	-1	-3.5	-2.2	1	2.7	-1
- C=CCN=C1NN=C(c2cc(C)n(CCOC)c2C)CS1
  -7	-13	-0.7	11	-0.1	-1.3	-2	nt	-1
- Cc1ccnn1CCSCC(=O)O
  11	4	-0.7	-6	-2.0	0.4	-3	nt	10
- COc1cc2c(cc1OC)CN(C(=S)Nc1ccccc1)CC2
  7	-1	2.1	-4	-0.8	0.6	2	3.8	2
- COc1ccc(C)cc1S(=O)(=O)Nc1cccnc1
  1	1	1.3	-3	-0.5	0.1	-1	-0.4	8
- CCN(CC(=O)Nc1ccccc1C(F)(F)F)C(=O)c1cccc(N2C(=O)CCC2=O)c1
  3	?	0.0	-2	0.4	3.4	1	-0.8	4
- Cc1ccc(-n2nc(C)c3c(C)cc(=O)[nH]c32)cc1
  0	-5	-1.2	3	-3.1	-0.7	19	1.4	4
- COC(=O)C1=CN(C2CC2)C=C(C(=O)OC)C1c1ccccc1OC
  -152	-6	4.0	3	-0.7	0.6	157*	nt	8
